# B2AR arrestin: qHTS assay of beta-arrestin-biased ligands of beta2-adrenergic receptor; Beta-2 adrenergic receptor (Homo sapiens), P07550; beta-arrestin recruitment to beta2AR, cell-based reporter; Potency, µM (series often up to 46.1 µM), without a hit: at the highest dose activation, most hits filed as activators; 330,000 tested, 0.02% active; AID 492947, 2010;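 further: potency means the concentration at half of the fitted maximal effect; 0% = DMSO controls and full agonism = EC100 isoproterenol or metaproterenol; nearly all actives have a fitted effect of over 65% in size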
# USP2a block: qHTS Assay for Inhibitors of Ubiquitin-specific Protease USP2a Using CHOP2 as the Reporter; Potency, µM (highest dose often 38.3 µM), inactives show at the top dose activity change, negative = inhibition, usual class: inhibitors; AID 463254, 2010; Ubiquitin carboxyl-terminal hydrolase 2 (Homo sapiens), O75604; 330,000 tested, 0.01% active; USP2 core, Ub-CHOP2 coupled fluorogenic reporter, 485/531;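 further: potency means the concentration at half of the fitted maximal effect; plate controls were DMSO wells for no effect and full inhibition by NEM control for full effect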
#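 Cell-free coupled assay: 10nM USP2 core preincubated 30min RT with compound in Tris-HCl pH 8.0/CaCl2/CHAPS buffer, then 25nM Ub-CHOP2 and 25nM reporter substrate; fluorescence (Ex 485/Em 531) read after 60min RT, normalized to NEM inhibition, concentration-response curves fitted.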
# uPA generation: qHTS for Inhibitors of Cell Surface uPA Generation. AID 540303, 2011. cell surface uPA generation assay, qHTS. Potency, µM (series often up to 38.3 µM), for inactives: at the top dose activity change, negative = inhibition, hits mostly inhibitors. 330,000 tested, 0.31% active; active means well fitted inhibition curve with a large enough effect; inconclusive means small, poorly fitted or top-dose-only effect; inactive means no such curve, though single readings can be large or run the other way; tested in mouse RAW 264.7 cells; further: potency means the concentration at half of the fitted maximal effect; on the % scale 0 is the no-effect control and ±100 the full control effect; nearly all actives have a fitted effect of over 55% in size
# TCR act: Activators of T cell receptors: qHTS campaign | 330,000 tested, under 10 active | primary human leukocytes, anti-CD3, IL-2 HTRF, 48 h | Potency, µM (highest dose often 9.22 µM), inactives show at the highest dose activation of IL-2 secretion, usual class: activators; further: % of control where 0% means no effect
#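 Human primary leukocytes + a-CD3 beads + cpd, 48 hr; IL-2 in supernatant by HTRF (ex 320nm / em 665nm). No co-stimulatory signal supplied.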
# Chronic BCR inh: qHTS Assay to Find Inhibitors of Chronic Active B-Cell Receptor Signaling; AID 493014, 2011; Potency, µM (series often up to 46.1 µM), inactives show at the top dose ratio change, negative = lower green/red ratio, actives largely listed as inhibitors; ABC-DLBCL IkBa-CBG/CBR reporter, luminescence ratio, 4 h; 340,000 tested, 0.05% active; active means well fitted inhibition curve with a large enough effect in the signal ratio, with a control signal flat, not every such curve was filed as active; inconclusive means small, poorly fitted or top-dose-only effect, or effect the other way, or a change in a side signal; the % refers to the signal ratio;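 further: potency means the concentration at half of the fitted maximal effect; plate controls were basal doxycycline-induced cells for no effect and cells given 10 µM MG132 for full effect; MG132 reads +100%, hits lower the ratio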
#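 Compounds up to 46 uM were incubated four hours with TMD8 cells whose green CBG68 luciferase is fused to IkappaBalpha; red CBR luminescence normalised the signal, and concentration-effect curves were fitted to fusion, red and ratio data.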
# Eya2 phos inh: qHTS Assay for Inhibitors of the Phosphatase Activity of Eya2; Protein phosphatase EYA2 (Homo sapiens), O00167; recombinant Eya2, OMFP fluorescence dephosphorylation (OMFP is methylfluorescein phosphate); Potency, µM (top dose mostly 76.9 µM), for the others: at the top dose activity, negative = inhibition, most hits filed as inhibitors; 330,000 tested, 0.006% active; AID 488837, 2010; further: potency means the concentration at half of the fitted maximal effect; on the % scale 0 is the no-effect control and ±100 the full control effect
#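 Eya2 protein (added as 0.2 uM solution) was preincubated with compound for 10 min at ambient temperature in 50 mM HEPES pH 7.5, 50 mM NaCl, 5 uM MgCl2, 0.05% BSA, 1 mM DTT. OMFP (added at 50 uM) then reacted 10 min; fluorescence read at 485/525 nm.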
# ELG1 repair inh: qHTS screen for small molecules that inhibit ELG1-dependent DNA repair in human embryonic kidney (HEK293T) cells expressing luciferase-tagged ELG1; HEK293T ELG1-luciferase reporter, luminescence, 16 h; DNA damage induced by 5-fluorouridine; Potency, µM (top dose mostly 46.1 µM), without a hit: at the highest dose activity change, negative = inhibition, hits mostly inhibitors; 330,000 tested, 2.3% active; AID 504467, 2011; further: potency means the concentration at half of the fitted maximal effect; on the % scale 0 is the no-effect control and ±100 the full control effect; nearly all actives have a fitted effect of over 55% in size
#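 Quantitative HTS, concentration-response format. 2,000 cells/well co-treated with 5-fluorouridine and compound, 16 hr in 5% CO2 at 37 °C; ONE-Glo luminescence read after 30 min.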
# TSG101-PTAP inh: qHTS Assay for Iinhibitors of HIV-1 Budding by Blocking the Interaction of PTAP/TSG101. Tumor susceptibility gene 101 protein (Homo sapiens), Q99816. Fluorescence polarization, FITC-PTAP peptide / Tsg101 binding. Potency, µM (doses to about 115 µM), for the others: at the highest dose activity change, negative = inhibition, actives largely listed as inhibitors. 340,000 tested, under 10 active. AID 493005, 2010; active means well fitted inhibition curve with a large enough effect in the main read-out, with a control signal flat, not every such curve was filed as active; inconclusive means small, poorly fitted or top-dose-only effect, or effect the other way, or a change in a side signal; inactive means no such curve, though single readings can be large or run the other way; further: potency means the concentration at half of the fitted maximal effect; % of control where 0% means no effect
# Target sequence (Q99816 whole entry, looked up): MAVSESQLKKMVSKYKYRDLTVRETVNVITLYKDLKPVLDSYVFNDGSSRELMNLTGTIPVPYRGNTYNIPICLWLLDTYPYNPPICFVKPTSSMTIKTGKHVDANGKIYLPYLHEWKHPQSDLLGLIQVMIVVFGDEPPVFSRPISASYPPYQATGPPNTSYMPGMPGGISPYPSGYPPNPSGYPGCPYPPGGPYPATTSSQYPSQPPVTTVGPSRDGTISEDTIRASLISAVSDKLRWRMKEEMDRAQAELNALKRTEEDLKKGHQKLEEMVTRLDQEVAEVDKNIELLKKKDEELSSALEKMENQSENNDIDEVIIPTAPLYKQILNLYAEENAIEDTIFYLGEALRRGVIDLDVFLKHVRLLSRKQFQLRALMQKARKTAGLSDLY
#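 FP read-out: FITC-PTAP peptide, 50 nM final, binding Tsg101 binding domain, 10 uM final; 20 min, r.t.; 10 mM HEPES pH 7.5, 0.15 M NaCl, 0.01% Tween 20, 3 mM EDTA, 0.1 mM TCEP.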
# Tb PFK inh: qHTS Assay to Find Inhibitors of T. brucei phosphofructokinase; Potency, µM (top dose mostly 57.5 µM), without a hit: at the top dose activity, negative = inhibition, actives largely listed as inhibitors; T. brucei PFK, ADP-Glo luminescence; AID 485367, 2010; 330,000 tested, 0.17% active;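 further: potency means the concentration at half of the fitted maximal effect; 0% = uninhibited 1x PFK enzyme wells and -100% = no-enzyme wells; nearly all actives have a fitted effect of over 60% in size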
# Target sequence (O15648 whole entry, looked up): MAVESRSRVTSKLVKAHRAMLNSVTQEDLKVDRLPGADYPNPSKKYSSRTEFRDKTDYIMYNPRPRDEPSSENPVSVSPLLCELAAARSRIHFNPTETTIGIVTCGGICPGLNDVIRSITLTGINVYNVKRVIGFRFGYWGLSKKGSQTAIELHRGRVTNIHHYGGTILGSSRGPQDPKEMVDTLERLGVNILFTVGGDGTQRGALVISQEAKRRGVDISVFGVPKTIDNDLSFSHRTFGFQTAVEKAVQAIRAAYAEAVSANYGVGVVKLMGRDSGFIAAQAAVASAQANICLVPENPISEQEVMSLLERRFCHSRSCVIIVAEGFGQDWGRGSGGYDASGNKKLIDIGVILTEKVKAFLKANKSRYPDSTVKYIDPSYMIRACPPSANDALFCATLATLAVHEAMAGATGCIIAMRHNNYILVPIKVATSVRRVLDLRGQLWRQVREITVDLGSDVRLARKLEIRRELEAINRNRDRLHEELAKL
#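 1.25 nM PFK with 0.5 mM F6P and 0.1 mM ATP in 0.1 M TEA pH 8.0, 5 mM MgCl2, incubated 45 min at room temperature; ADP measured by ADP-Glo luminescence; compounds titrated up to 57 uM.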
# Mito fusion yeast: qHTS Assay for Small Molecule Inhibitors of Mitochondrial Division or Activators of Mitochondrial Fusion; S. cerevisiae fusion-defective mutant growth rescue, CellTiterGlo 48 h; Potency, µM (titrated, usually from 46.1 µM), for inactives: at the top dose growth rescue (activation), most hits filed as activators; 320,000 tested, 0.23% active; AID 485298, 2010;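 further: potency means the concentration at half of the fitted maximal effect; % of control where 0% means no effect; nearly all actives have a fitted effect of over 45% in size; temperature-sensitive fusion mutants such as fzo1-1 at 37 °C on non-fermentable ethanol glycerol medium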
#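 S. cerevisiae fusion-defective temperature-sensitive mutants (e.g. fzo1-1, mgm1-5) grown 48 h at 37C in YPEG (ethanol/glycerol non-fermentable) medium with 23 nl compound per well; growth rescue read as CellTiterGlo luminescence.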
# TSHR antagonist: Antagonists of the Thyroid Stimulating Hormone Receptor: HTS campaign; TSHR-expressing cells, TSH-stimulated cAMP HTRF, 2 h; hits give low values; activity change, negative = inhibition, % at 11.5 µM; 330,000 tested, 0.2% active; AID 504810, 2011;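 active means activity change below a set negative limit, meaning inhibition stronger than a set level, cut at about -70% in these data; inconclusive means activity change between two set negative limits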; further: on the % scale 0 is the no-effect control and ±100 the full control effect
#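 TSHR-expressing cells were treated with compounds, then stimulated with TSH at EC80 (4nM final) for 2 hours at 37 deg C. Cellular cAMP was measured by HTRF competition between lysate cAMP and cAMP-d2 for a cryptate-labelled anti-cAMP antibody.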
# Active calls of the source: *; ? = inconclusive; / = no result given; [ ] = remark or other dose. Unless noted, the call rests on the fitted dose curve; in most records, active means well fitted curve in the direction sought with a large enough effect; inconclusive means small, poorly fitted or top-dose-only effect, or another doubt; inactive means no such curve, though single readings can be large; an effect the other way counts as inactive or inconclusive.
SMILES,B2AR arrestin,USP2a block,uPA generation,TCR act,Chronic BCR inh,Eya2 phos inh,ELG1 repair inh,TSG101-PTAP inh,Tb PFK inh,Mito fusion yeast,TSHR antagonist
Cc1cccc(N2CC(C(=O)NCCC3=CCCCC3)CC2=O)c1C (stereo unspecified),-0.2%,1%,-1%,1%,?,-41%,-1%,0%,-3%,5%,10
O=C(CCN1CCCCCC1)Nc1ccc(F)cc1,-0.3%,6%,-7%,0%,-1%,2%,5%,0%,-3%,-5%,6
CCOc1ccc(CC(=O)N2CCC3(CC2)NCCc2[nH]cnc23)cc1,-0.1%,1%,-15%,3%,1%,5%,12%,-3%,0%,1%,6
CCN(CC)S(=O)(=O)c1ccc(N2CCCC2)c(NS(=O)(=O)c2ccccc2)c1,0.3%,1%,9%,-5%[46.1 µM],6%,-16%,7%,0%,1%,-2%,36
COc1ccc(-c2nc(N)n[nH]2)cc1OC,-0.3%,1%,5%,-3%,-22%,-16%,0%,-1%,2%,-2%,-8
CCN(CC)C(=O)c1c(Cl)nc(C)c([N+](=O)[O-])c1C,0.0%,2%,-5%,4%[46.1 µM],0%,-3%,19%,1%,-1%,-2%,-6
CCC1(C)Cc2ccccc2-c2c1c(=O)n(-c1ccc(C)cc1)c1nnnn21 (stereo unspecified),0.5%,-1%,-5%,0%,9%,7%,-1%,-11%,-5%,4%,10
COc1ccc(C(CCNCc2ccc(N(C)C)cc2)c2ccccc2OC)cc1 (stereo unspecified),-0.2%,3%,-5%,1%,-9%,?,-26%,-4%,4%,-15%,-2
CC(C)NC(=O)CSc1nc(N)c(NC(=O)c2ccco2)c(=O)[nH]1,0.0%,1%,-3%,5%,-2%,0%,1%,-4%,-3%,-7%,-3
O=C(COc1ccc2c3c(c(=O)oc2c1)CCC3)N1CCN(c2ccccc2)CC1,0.2%,-8%,4%,-6%,2%,9%,-4%,3%,1%,5%,-2
CC(C(=O)Nc1ccccc1C(=O)N1CCOCC1)N(c1ccccc1)S(C)(=O)=O (stereo unspecified),0.0%,5%,-3%,2%[46.1 µM],-2%,6%,10%,-4%,2%,-3%,-11
CCCCOc1ccc(C(=O)NCC(=O)N2CC(C)OC(C)C2)cc1 (stereo unspecified),-2.8%,0%,-3%,1%,?,-3%,?,0%,1%,4%,-2
CN1CC(=O)N(CCOc2ccccc2)C1=O,0.0%,-1%,9%,-7%,4%,-5%,2%,-5%,5%,-1%,-5
N#Cc1ccsc1NC(=O)CN1CCN(c2ccc(O)cc2)CC1,-0.3%,2%,-9%,0%[46.1 µM],-9%,0%,-23%,-3%,-7%,6%,-8
Cc1ccc(C(=O)CCC(=O)NC2CCCC(C)C2C)cc1 (stereo unspecified),-1.0%,0%,0%,1%,-1%,9%,15%,-4%,4%,4%,-4
CC1=NOC(=O)/C1=C/c1ccc(-c2ccc(Cl)cc2)o1,?,1%,/,/,?,4%,-13%,/,?,-15%,-5
Cc1ccccc1N1CC(C(=O)N2CCc3ccccc32)CC1=O (stereo unspecified),0.5%,-1%,-1%,0%,-1%,-8%,23%,-3%,-6%,8%,8
CCc1cc(-c2[nH]ncc2-c2ccc(OC)cc2)c(O)cc1O,-1.0%,-6%,-7%,0%,?,-12%,?,0%,0%,5%,-3
CC12CNCC(C)(CN(C(c3ccccc3)c3ccccc3)C1)C2,2.3%,2%,0%,2%[46.1 µM],-1%,-14%,-17%,-9%,0%,-7%,-9
Oc1ccc[n+](CCCCC[n+]2cccc(O)c2)c1,-0.3%,-1%,6%,8%,-7%,-3%,?,-8%,-2%,1%,1
CCCCNS(=O)(=O)/C=C/c1ccccc1,-2.0%,0%,4%,-7%[46.1 µM],1%,0%,-2%,-2%,0%,2%,2
COc1ccc(N(CC(=O)N2CCN(c3cccc(Cl)c3)CC2)S(=O)(=O)c2c(C)noc2C)cc1,-0.1%,4%,-18%,-6%,4%,8%,-9%,-1%,0%,9%,-3
CC1(C)Cc2cccc(OCC(O)CN3CCN(c4ccccn4)CC3)c2O1 (stereo unspecified),-0.7%,1%,15%,0%,1%,-14%,?,0%,-3%,0%,9
CC1(C)Cc2ccccc2-c2nc(NCCO)n(-c3ccccc3)c(=O)c21,0.0%,-1%,-5%,-4%,-25%,17%,-7%,-3%,2%,-1%,7
COc1ccccc1CNC(=O)c1sccc1C,-0.2%,1%,0%,-2%,-11%,-10%,0%,-4%,0%,7%,1
Cc1ccc(C(=O)NCCc2ccc(S(N)(=O)=O)cc2)cc1[N+](=O)[O-],-0.2%,-1%,4%,-3%,-4%,-2%,?,-8%,0%,2%,15
Cc1ccc(S(=O)(=O)N2CCCOC2CNC(=O)C(=O)NC2CCCCC2)cc1 (stereo unspecified),0.1%,2%,-1%,-2%,-3%,7%,-6%,-6%,-3%,5%,-9
CC(C)(C)NC(=O)NC(=O)CSc1n[nH]c(-c2ccccc2Br)n1,-0.1%,-1%,-3%,8%,0%,-4%,0%,2%,0%,2%,-7
CCc1ccc(N2CC(C(=O)Nc3ccc(S(=O)(=O)N4CCOCC4)cc3)CC2=O)cc1 (stereo unspecified),0.4%,-4%,-1%,4%,-2%,12%,15%,-5%,-10%,-1%,9
CC(C)N(C(=O)CSc1nnc(-c2ccc3c(c2)OCO3)n1C)C(C)C,0.1%,-2%,3%,-8%,6%,1%,17%,2%,-1%,7%,-2
O=S(=O)(c1ccc2ccccc2c1)N1CCN(CCO)CC1,0.0%,2%,-2%,-1%,3%,4%,7%,-6%,7%,19%,2
O=C(Nc1nc(-c2cc(Cl)sc2Cl)cs1)c1ccc(Br)s1,0.0%,1%,2%,11%,7%,-7%,0%,3%,0%,-3%,-9
O=C(Nc1nnc(C2CC2)s1)c1cccnc1Oc1ccc(Cl)cc1,-0.8%,3%,7%,3%,0%,13%,-16%,-8%,4%,9%,3
Cc1ccc(NC(=O)Cn2nnc(C(=O)Nc3ccc(C)c(C)c3)c2N)cc1,-0.1%,-2%,5%,-2%,5%,3%,14%,-2%,-1%,-5%,12
COCCCNC(=O)c1ccc(C(=O)NCCCOC)cc1,-0.1%,-1%,4%,/,1%,15%,4%,/,0%,-1%,4
COCCn1c(SCC(=O)N2CCCCCC2)nc2c(c1=O)SCC2,0.2%,-1%,-1%,-3%,?,1%,0%,/,2%,0%,-5
O=C(Nc1sc2c(c1C(=O)O)CCCC2)c1ccc(F)cc1,-1.1%,0%,-14%,5%,?,-3%,?,-1%,1%,-8%,-28
OCCCCNCc1ccc(OCc2ccc(Cl)cc2Cl)cc1,-0.7%,3%,1%,4%,?,2%,12%,-6%,-11%,10%,8
O=C(O)CSc1nnc(NC(=O)c2ccc3c(c2)OCO3)s1,-0.3%,1%,-15%,10%,?,6%,-10%,-4%,15%,2%,-6
O=c1c(C(c2ccc(F)cc2)c2c(O)nc3n(c2=O)CCS3)c(O)nc2n1CCS2,0.1%,1%,-1%,-8%,?,0%,3%,-2%,-2%,-4%,7
COC(=O)c1ccc(Oc2cc(C)nc(SC)n2)cc1,0.8%,2%,-14%,/,?,-1%,?,-7%,-6%,5%,-5
Cc1ccc(S(=O)(=O)N2CCC(NC(=O)c3cccc(F)c3)CC2)cc1,-0.1%,1%,-3%,-16%,-2%,4%,-5%,1%,-1%,4%,25

# From PubChem BioAssay

# Compounds were not picked by outcome (roughly 3% active in at least one column).
